High-throughput results deposited in PubChem BioAssay by National Center for Advancing Translational Sciences (NCATS).
Pol eta inh – DNA polymerase eta (human) inhibition; actives 1.2% (n = 390,000); Q9Y253; recombinant Pol eta, fluorescent DNA replication assay; Potency, µM (series often up to 114 µM), inactives show top-dose activity change, negative = inhibition, actives largely listed as inhibitors; also: potency is read from the fitted curve at half-maximal effect; % is scaled to controls: 0 for no effect and ±100 for the full control effect
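Fluorescent replication assay: 50 nM final substrate added after a 15 min room-temperature compound preincubation with 10 nM enzyme. Signal taken at 0 min and again at 10 min.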
Pin1 inhibitor – inhibitors of human Pin1. Q13526. actives 0.009% (n = 390,000). Pin1 FP peptide displacement, HiFluor488, 10 min. Potency, µM (series often up to 115 µM), for inactives: at the top dose activity, negative = inhibition, actives largely listed as inhibitors; active = well fitted inhibition curve with a large enough effect in the polarisation, with a control signal flat, not every such curve was filed as active; inconclusive = small, poorly fitted or top-dose-only effect, or effect the other way, or a change in a side signal; inactive = no such curve, though single readings can be large or run the other way; the % refers to the polarisation; also: potency is read from the fitted curve at half-maximal effect; % is scaled to controls: 0 for no effect and ±100 for the full control effect
PI4K2A inh – PI4K2A (human) kinase inhibition; Q9BTU6; purified PI4K2A, ADP-Glo luminescence, 1 h; hits give low values; activity change, negative = inhibition, % at 76.9 µM; actives 0.13% (n = 420,000); AID 1346378; in the data active = activity change below about -50%; inconclusive = mostly about -30% to -49%;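 also: -100% = wells without enzyme as full effect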
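PI4K2A activity was measured by ADP-Glo luminescence: enzyme (4 ug/mL stock) and phosphatidylinositol (1.2 mM stock) in Tris pH 7.5/MgCl2/EGTA/Triton X-100 buffer were reacted with ATP (300 microM stock) for one hour at ambient temperature.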
HP1b chromo inh – blocks HP1-beta chromodomain binding to methylated histone tails. actives 0.56% (n = 390,000). AID 540317. Potency, µM (top dose mostly 114 µM), for inactives: at the top dose activity change, negative = inhibition, most hits filed as inhibitors. P83916. AlphaScreen HP1-beta / biotin-H3K9me3 peptide binding; also: potency is read from the fitted curve at half-maximal effect; nearly all actives have a fitted effect of over 70% in size; inactives centre near 23
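HP1-beta protein (50 nM final) preincubated 30 min at room temperature with biotinylated H3(1-18)K9me3 peptide (50 nM) in PBS pH 7.4, 0.01% Tween-20, then compound added for 30 min. AlphaScreen streptavidin donor/nickel chelate acceptor beads (10 ug/mL final), 30 min dark, luminescence read.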
BAZ2B inh – blocks human BAZ2B. Q9UIF8. AlphaScreen BAZ2B-H3K14Ac peptide displacement. Potency, µM (highest dose often 114 µM), inactives show at the highest dose activity change, negative = inhibition, usual class: inhibitors. actives 4.4% (n = 360,000); also: potency is read from the fitted curve at half-maximal effect; % is scaled to controls: 0 for no effect and ±100 for the full control effect; nearly all actives have a fitted effect of over 60% in size
Target sequence (Q9UIF8 whole entry, looked up): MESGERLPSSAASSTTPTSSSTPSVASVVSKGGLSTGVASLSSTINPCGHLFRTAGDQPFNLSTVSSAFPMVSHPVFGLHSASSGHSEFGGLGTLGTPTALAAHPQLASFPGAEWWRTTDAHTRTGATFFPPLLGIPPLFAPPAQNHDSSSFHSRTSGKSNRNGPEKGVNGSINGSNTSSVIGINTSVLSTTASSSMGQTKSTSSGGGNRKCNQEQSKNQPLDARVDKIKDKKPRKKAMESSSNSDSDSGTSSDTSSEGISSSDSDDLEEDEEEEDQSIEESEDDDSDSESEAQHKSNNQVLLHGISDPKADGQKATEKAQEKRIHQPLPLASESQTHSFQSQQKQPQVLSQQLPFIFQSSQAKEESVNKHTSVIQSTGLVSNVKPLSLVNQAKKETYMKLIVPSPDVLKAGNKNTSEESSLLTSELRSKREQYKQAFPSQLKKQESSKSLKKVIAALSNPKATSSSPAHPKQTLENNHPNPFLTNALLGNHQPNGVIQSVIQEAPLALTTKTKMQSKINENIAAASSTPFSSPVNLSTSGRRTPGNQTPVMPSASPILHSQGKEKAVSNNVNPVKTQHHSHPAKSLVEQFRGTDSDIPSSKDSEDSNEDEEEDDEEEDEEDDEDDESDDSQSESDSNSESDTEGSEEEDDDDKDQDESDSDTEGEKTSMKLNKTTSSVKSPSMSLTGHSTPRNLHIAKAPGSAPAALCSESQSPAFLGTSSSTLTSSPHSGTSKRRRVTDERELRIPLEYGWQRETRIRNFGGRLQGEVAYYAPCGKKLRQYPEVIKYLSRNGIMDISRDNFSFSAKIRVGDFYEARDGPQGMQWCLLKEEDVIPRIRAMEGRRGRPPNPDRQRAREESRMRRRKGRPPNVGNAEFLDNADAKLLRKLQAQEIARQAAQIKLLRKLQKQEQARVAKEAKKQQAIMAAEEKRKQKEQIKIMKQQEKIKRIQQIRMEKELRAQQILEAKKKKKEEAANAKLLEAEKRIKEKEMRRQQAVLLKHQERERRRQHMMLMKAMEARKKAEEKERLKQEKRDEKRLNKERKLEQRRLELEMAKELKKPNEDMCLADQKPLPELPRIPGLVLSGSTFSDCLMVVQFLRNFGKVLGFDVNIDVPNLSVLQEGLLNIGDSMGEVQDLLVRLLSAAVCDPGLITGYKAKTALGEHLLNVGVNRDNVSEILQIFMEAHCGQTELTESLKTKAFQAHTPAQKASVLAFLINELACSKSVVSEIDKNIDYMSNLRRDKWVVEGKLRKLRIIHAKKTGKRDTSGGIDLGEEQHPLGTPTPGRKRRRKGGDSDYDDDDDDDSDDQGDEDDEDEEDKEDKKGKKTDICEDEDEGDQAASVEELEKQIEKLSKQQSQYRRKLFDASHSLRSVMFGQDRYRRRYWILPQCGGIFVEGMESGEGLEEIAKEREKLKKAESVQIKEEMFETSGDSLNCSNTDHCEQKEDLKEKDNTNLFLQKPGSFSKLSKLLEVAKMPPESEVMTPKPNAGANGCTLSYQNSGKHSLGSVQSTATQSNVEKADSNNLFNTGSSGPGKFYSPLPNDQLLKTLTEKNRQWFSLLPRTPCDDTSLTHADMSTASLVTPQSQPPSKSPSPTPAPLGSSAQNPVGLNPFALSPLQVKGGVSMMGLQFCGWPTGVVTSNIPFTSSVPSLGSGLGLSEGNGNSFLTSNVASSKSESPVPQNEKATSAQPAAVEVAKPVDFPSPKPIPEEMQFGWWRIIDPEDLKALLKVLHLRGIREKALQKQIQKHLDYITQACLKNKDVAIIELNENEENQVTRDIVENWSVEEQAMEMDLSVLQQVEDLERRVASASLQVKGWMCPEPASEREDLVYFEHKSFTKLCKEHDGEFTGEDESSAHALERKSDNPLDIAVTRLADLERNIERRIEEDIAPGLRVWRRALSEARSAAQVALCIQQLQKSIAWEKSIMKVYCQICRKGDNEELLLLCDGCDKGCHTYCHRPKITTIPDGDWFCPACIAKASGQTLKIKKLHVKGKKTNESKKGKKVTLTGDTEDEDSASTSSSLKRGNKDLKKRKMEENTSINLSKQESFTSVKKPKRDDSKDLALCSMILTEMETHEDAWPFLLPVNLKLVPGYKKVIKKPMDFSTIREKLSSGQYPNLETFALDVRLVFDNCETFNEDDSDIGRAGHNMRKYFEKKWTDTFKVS
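AlphaScreen displacement: compounds (up to 110uM) incubated 30 min at room temperature with a preformed 50 nM BAZ2B/50 nM biotinylated H3K14Ac peptide complex in PBS pH 7.4 with Tween-20. Donor and acceptor beads at 10 ug/mL final added, 20 min light-protected before reading.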
JMJD2A Tudor inh – blocks the human JMJD2A Tudor domain | AlphaScreen JMJD2A-Tudor / H3K4me3 peptide binding | actives 4.4% (n = 390,000) | Potency, µM (highest dose often 114 µM), without a hit: top-dose activity change, negative = inhibition, hits mostly inhibitors | O75164 | AID 504339; also: potency is read from the fitted curve at half-maximal effect; % is scaled to controls: 0 for no effect and ±100 for the full control effect; nearly all actives have a fitted effect of over 50% in size
PGK inhibitor – blocks T. brucei phosphoglycerate kinase | P07378 | PGK/GAPDH coupled, Kinase-Glo luminescence, 60 min | Potency, µM (series often up to 57.5 µM), for inactives: at the top dose activity change, negative = inhibition, hits mostly inhibitors | actives 0.043% (n = 380,000) | AID 602233; also: potency is read from the fitted curve at half-maximal effect; % is scaled to controls: 0 for no effect and ±100 for the full control effect; nearly all actives have a fitted effect of over 60% in size
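Luminescent ATP detection (Kinase-Glo Plus) follows a 60-minute room-temperature incubation, with wells lacking PGK as controls. Buffer: 100 mM TEA (pH 7.6), 5 mM MgCl2, 0.01% Tween-20. Coupling enzyme GAPDH (100 nM final) supplies unstable 1,3-BPG in-well.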
GLS inh – blocks human kidney-isoform glutaminase activity. GLS enzymatic activity, qHTS titration. AID 624170. actives 0.21% (n = 410,000). Potency, µM (highest dose often 45.5 µM), without a hit: at the highest dose activity change, negative = inhibition, hits mostly inhibitors. O94925; also: potency is read from the fitted curve at half-maximal effect; % is scaled to controls: 0 for no effect and ±100 for the full control effect
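Human kidney-isoform GLS in 45 mM KH2PO4 pH 8.2, 0.02% Tween-20, with compound, started with 1mM L-Glutamine (added stock). Glutamate oxidase/HRP/Amplex red coupled fluorescence read at start and after 30 min at RT.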
G9a block – inhibitors of human histone lysine methyltransferase G9a | Q96KQ7 | G9a H3K9 monomethylation, AlphaScreen, 2 h | Potency, µM (titrated, usually from 102 µM), inactives show at the top dose activity, negative = inhibition, usual class: inhibitors | actives 8.8% (n = 350,000) | AID 504332; also: potency is read from the fitted curve at half-maximal effect; % is scaled to controls: 0 for no effect and ±100 for the full control effect; nearly all actives have a fitted effect of over 75% in size
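Step 1: enzyme (final 20 nM) with compound, 15 min RT. Step 2: substrate peptide 500 nM and SAM 20 uM, 2 h RT. Step 3: anti-H3K9me1 antibody and AlphaScreen beads, 10 min, then plate read.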
* = called active by the depositor; i = inactive; ? = inconclusive; · = not tested or not shown; [ ] = another dose, or the depositor's remark. Unless noted, calls follow the shape of the dose curve; as a rule, active = well fitted curve in the direction sought with a large enough effect; inconclusive = small, poorly fitted or top-dose-only effect, or another doubt; inactive = no such curve, though single readings can be large; an effect the other way counts as inactive or inconclusive.

SMILES	Pol eta inh	Pin1 inhibitor	PI4K2A inh	HP1b chromo inh	BAZ2B inh	JMJD2A Tudor inh	PGK inhibitor	GLS inh	G9a block
COc1ccccc1CNC(=O)CC(C)C	2%	0%	7	?	2%	28µM*	i	?	-3%[59 µM]
CCCCc1ccc(NC(=O)CSc2nc(=O)n(CCN(C)C)c3c2CCC3)cc1	-18%	4%	2	-5%	-10%	-29%	-1%	4%	-47%
CCc1ccc(NC(=O)Cn2c(=O)n(CCc3ccccc3)c(=O)c3sc4ccccc4c32)cc1	-8%	-7%	-1	15%	-11%	-9%	i	-4%	-1%[59 µM]
COc1cccc(NC(=O)C2C3C=CC4(O3)C2C(=O)N(CCN2CCCCC2)C4C(=O)NC2CCCCC2C)c1 (stereo not given)	10%	-1%	-2	10%	7%	0%	-3%	0%	-16%
CN1C(=O)c2ccc(C(=O)Nc3ccc(Br)cn3)cc2C1=O	-10%	0%	-2	44%[activator]	1%	7%	5%	-3%	101%[activator]
CCn1nc(-c2ccccc2)c(-c2ccccc2)c(C(=O)OCCOC)c1=O	-12%	-3%	-2	19%	-14%	-11%	i	8%	-32%[59 µM]
CCS(=O)(=O)N1CCc2cc(C(=O)NCCc3ccccc3)ccc21	-11%	-5%	2	27%	-15%	-25%	-1%	5%	?
O=C(O)Cc1ccc(NC(=O)Nc2ccc(Br)cc2)cc1	-14%	-4%	-2	27%	-3%	-2%	2%	-4%	7%[0.501 µM]
COc1ccc(C2C(C#N)=C(C)NC3=C2C(=O)CC(C)(C)C3)cc1 (stereo not given)	-15%	-4%	-2	52%[activator]	10%	14%	-8%	5%	16%
O=C(Cn1c(=O)n(-c2ccccc2)c(=O)c2ccc(C(=O)NCc3ccc4c(c3)OCO4)cc21)Nc1ccc(F)c(Cl)c1	-4%	?	4	20%	·	-16%	7%	9%	12%[59 µM]
COc1ccc(C(=O)N2CCC(n3nccc3NC(=O)C3CC3)CC2)cc1F	-18%	7%	1	30%	8%	-4%	-7%	5%	·
Cc1ccc(-c2nc(CSCC(=O)N3CCCC3)c(C)o2)cc1	-16%	1%	6	18%	?	-5%	-10%	·	40%[59 µM]
COC(C[C@H]1O[C@@H]1[C@@H](O)[C@H](C)OCc1ccccc1)OC	-7%	-2%	-1	28%	2%	-11%	-10%	3%	5%[59 µM]
Cc1c(C(=O)OCC(=O)NC2CC2)oc2ccc(Br)cc12	-1%	-1%	0	-5%	0%	-13%	-12%	4%	1%
CCC(c1nnnn1Cc1ccc(OC)cc1)N1CCN(C(=O)c2ccco2)CC1 (stereo not given)	-12%	-7%	-4	29%	-12%	-34%	1%	12%	-1%[59 µM]
COC(=O)[C@@H]1C[C@@]2(O)[C@@H](O)[C@@H](O)[C@@H](O)C[C@H]2N1Cc1ccc(C(F)(F)F)cc1	-19%	-9%	4	31%	1%	-10%	i	0%	15%[12.7 µM]
NC(=O)c1ccsc1NC(=O)COC(=O)c1ccc(Cl)c(N)c1	22µM*	22%	5	23%	?	-20%	i	-12%	-24%[12.7 µM]
COc1cccc(OC)c1NC(=O)C1CCCN1C(=O)NCc1ccccc1 (stereo not given)	-13%	0%	-2	62%[activator]	3%	2%[57.1 µM]	i	0%	2%[12.7 µM]
O=C(O)c1ccc(-c2nnn(Cc3ccccc3F)n2)cc1	-11%	-8%	-1	20%[57 µM]	-15%	1%	4%	-7%	-25%
COc1ccc2c(c1)C(=O)N(c1ccc(C)cc1C)C(=O)C2	-17%	22%	-5	40%[activator]	-26%	-12%	-5%	6%	17%
CCC(NS(=O)(=O)c1ccc(C)cc1)C(=O)N1CCN(c2ccccn2)CC1 (stereo not given)	3%	-2%	-2	25%	-2%	-15%	i	-1%	16%
CCOC(=O)c1c(C)nc2sc(C(N)=O)c(N)c2c1-c1ccc(OC)cc1	-11%	-4%	5	34%	1%	-13%	2%	0%	-33%[59 µM]
CN(C)S(=O)(=O)c1cccc2nsnc12	-1%	-10%	0	20%	4%	-3%	-10%	-4%	9%
O=C1Nc2ccc(F)cc2C12Nc1ccccc1-c1nnc(SCc3ccccc3F)nc1O2 (stereo not given)	-12%	6%	-1	-8%	?	?	i	-6%	?
CCOc1ccc(-c2ccc(/C=C3/C(=N)N4C=CSC4=NC3=O)o2)c([N+](=O)[O-])c1	?	37%[activator]	4	-12%	-2%	?	i	4%	?

Compound profiles (already shown). Order of values: Pol eta inh, Pin1 inhibitor, PI4K2A inh, HP1b chromo inh, BAZ2B inh, JMJD2A Tudor inh, PGK inhibitor, GLS inh, G9a block
COc1ccc2c(c1)C(=O)N(c1ccc(C)cc1C)C(=O)C2 across the screens: -17%, 22%, -5, 40%[activator], -26%, -12%, -5%, 6%, 17%
CCn1nc(-c2ccccc2)c(-c2ccccc2)c(C(=O)OCCOC)c1=O across the screens: -12%, -3%, -2, 19%, -14%, -11%, i, 8%, -32%[59 µM]

(continued)
SMILES	Pol eta inh	Pin1 inhibitor	PI4K2A inh	HP1b chromo inh	BAZ2B inh	JMJD2A Tudor inh	PGK inhibitor	GLS inh	G9a block
Cc1ccc(C(C)C)c(OCC(=O)Nc2ccccc2N2CCN(C)CC2)c1	-24%	-5%	1	-19%	?	?	0%	4%	-4%[12.7 µM]
COc1ccc(S(=O)(=O)N2CCCCCC2)cc1NC(=O)Cc1ccccc1F	-9%	2%	1	30%	0%	-14%	i	-4%	-13%[12.7 µM]
Cc1ccc(S(=O)(=O)N2[C@@H](c3ccc(Cl)cc3)C(C(=O)O)=C[C@H]2C(C)(C)C)cc1	-11%	-12%	2	55%[activator]	·	14%	1%	-7%	·
S=c1[nH]nc(CSCc2ccccc2Cl)n1-c1ccccc1	10%	4%	2	18%	-4%	11%	1%	·	·
COc1ccccc1CNC(=O)COC(=O)c1ccc2c(=O)n3c(nc2c1)CCCCC3	-6%	1%	1	44%[activator]	-5%	-15%	8%	-1%	9%[12.7 µM]
Clc1ccccc1Nc1nc2ccccc2o1	-5%	1%	-18	56%[activator]	8%	24%	?	8%	-3%[12.7 µM]
CCSc1nc(CC)c2c(c1C#N)CCCC2	-19%	0%	5	139%[activator]	107%[activator]	68%[activator]	5%	15%	159%[activator]
O=C(NC1CCCCC1)C12CC3CC(C1)CC(n1cncn1)(C3)C2	-20%	-6%	-3	33%	7%	-16%	3%	-4%	45%[12.7 µM]
Cc1ccc(CNC(=O)CN2C(=O)CSc3ccc(S(=O)(=O)N4CCC(C)CC4)cc32)cc1	-26%	27%	1	18%	-5%	-5%	1%	1%	17%[59 µM]
COc1ccccc1C(NC(C)=O)c1c(O)ccc2ccc(O)cc12 (stereo not given)	-1%	-2%	0	-8%	·	-18%	4%	?	·
Cc1nn(-c2ccccc2)c(N2CCCC2)c1C=O	-13%	-9%	7	59%[activator]	-13%	-13%	i	2%	-4%
CCOC(=O)CCn1cnc2ccc([N+](=O)[O-])cc2c1=O	-7%	1%	3	29%	-12%	-4%	i	3%	-22%
CC(NC(=O)CNC(=O)C(Cc1ccccc1)NC(=O)OCc1ccccc1)C(N)=O (stereo not given)	1%	-7%	-3	28%	-24%	-13%	-4%	-2%	-14%
CC(C)CCNC(=O)CC1Nc2c3ccccc3nc(=S)n2C1=O (stereo not given)	11%	-8%	2	38%[activator]	-31%	11%	-4%	·	56µM*
Cc1cc(C)cc(NC(=O)c2ccc(N3C(=O)C4CCCCC4C3=O)cc2)c1 (stereo not given)	-16%	-1%	-4	36%	-20%	-14%	0%	-2%	53%[activator]
CCCCSc1nc(NCc2ccco2)c2c3c(sc2n1)COC(C)(C)C3	-10%	17%	-5	29%	-27%	-23%	9%	10%	50µM*
CC(C)N1CCN(C(=O)c2ccc(NC(=O)c3ccc(Br)o3)cc2)CC1	1%	-4%	-4	-12%	-25%	-32%	2%	0%	?
Cn1c(=O)c2c(nc(CN3CCc4ccccc4C3)n2Cc2ccc(Cl)cc2)n(C)c1=O	-6%	4%	-2	13%	-5%	-13%	1%[11.5 µM]	2%	-20%[59 µM]
CC1CCN(S(=O)(=O)c2ccc(C(=O)N3CCCC3C(=O)O)cc2)CC1 (stereo not given)	1%	5%	2	35%	7%	-11%	4%	2%	16%[2.33 µM]
Cc1ccc(S(=O)(=O)N2[C@@H](c3ccc(Cl)cc3)C(C(=O)O)=CC[C@H]2c2ccc3c(c2)OCO3)cc1	1%	-2%	-2	27%	3%	-16%	-13%	10%	24%[2.33 µM]
CCc1ccc(NC(=O)CSc2nnc(CNC(=O)c3ccc(OC)cc3)o2)cc1	3%	2%	-1	25%	-2%	-18%	-1%	-3%	-21%
COC(=O)c1nn(-c2ccc(-c3ccccc3)cc2)cc1O	-10%	1%	?	39%	-1%	-8%	-16%	18%	-5%[59 µM]
O=C(N/N=C/c1ccc(-c2cccc([N+](=O)[O-])c2)o1)c1cccs1	-19%	1%	2	19%	-16%	-8%[11.4 µM]	4%	1%	4%
Cc1cc(=O)n(Cc2ccccc2)c2c1c(C)nn2C	-21%	1%	-6	94%[activator]	175%[activator]	36%[activator]	i	-7%	58%[activator][59 µM]
CCc1ccc(NC(=O)Cn2c(=O)oc3cc(S(=O)(=O)N4CCOCC4)ccc32)cc1	6%	0%	5	72%[activator]	11%	-19%	i	0%	-38%
CCOC(=O)c1oc2ccc(S(=O)(=O)n3nc(-c4cc(OCC)c(OCC)c(OCC)c4)cc3N)cc2c1C	-17%	1%	2	12%	-24%	-18%	3%	-3%	-27%[59 µM]

Only part of the results is shown; the hit share may differ from the screen's.
